T cruzi HTS: inhibitors of intracellular Trypanosoma cruzi, primary screen, cell-based, plate reader, single point, set 2. intracellular Trypanosoma cruzi in host cells. activity score (inhibition), % at 5.01 µM. actives 4.9% (n = 22,000). AID 651903, 2012; in the data active = activity score above about 55%;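 also: parasites and compound incubated about four days before reading; 0% = median of neutral control wells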
INS-1E ATP HTS: protection of INS-1E cells from cytokine death, primary screen, ATP luminescence, single point | INS-1E cytokine-induced death, 48 h; normalised: neutral wells 0, positive control 100 | protection from cytokine-induced ATP loss, % at 10 µM | actives 0.1% (n = 20,000);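 active = mean replicate protection from cytokine-induced ATP loss at least 50% and at least 75% of replicates each reaching 50%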
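Assay system: INS-1E rat insulinoma cells. Amount: 8000 cells per well. Medium: phenol-red-free RPMI with 5% fetal bovine serum. Reagent: IL-1β, TNF-α and IFN-γ cytokine mix. Doses: one compound concentration, pin transfer. Schedule: 48 h co-treatment, 10 min post-lysis read. Detection: CellTiter-Glo luminescence measuring cellular ATP.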
* marks the source's active call; other numbers are inactive results; nt = not tested or not shown. Compounds as they come, and some 5.3% of all compounds hit somewhere here.

SMILES	T cruzi HTS	INS-1E ATP HTS
C[C@H](CO)N1C[C@H](C)[C@H](CN(C)C(=O)Nc2cccc3ccccc23)Oc2c(NS(=O)(=O)c3cccs3)cccc2C1=O	-5	-6
Cc1ccc(S(=O)(=O)Nc2cccc3c2O[C@@H](CN(C)S(=O)(=O)c2ccccc2)[C@@H](C)CN([C@H](C)CO)C3=O)cc1	23	-2
C[C@H]1CN([C@@H](C)CO)C(=O)c2cc(NC(=O)CCC(F)(F)F)ccc2O[C@H]1CN(C)S(C)(=O)=O	-4	nt
C[C@@H]1CN([C@@H](C)CO)C(=O)Cc2cc(NS(C)(=O)=O)ccc2O[C@@H]1CN(C)Cc1ccccc1	-15	14
Cc1noc(C)c1NC(=O)Nc1ccc2c(c1)C(=O)N([C@H](C)CO)C[C@H](C)[C@@H](CN(C)C(=O)NC1CCCCC1)OCCCC[C@@H](C)O2	-1	2
COc1ccc(S(=O)(=O)N(C)C[C@@H]2Oc3c(NS(=O)(=O)c4c(C)noc4C)cccc3C(=O)N([C@@H](C)CO)C[C@@H]2C)cc1	-6	9
C[C@@H]1CN([C@H](C)CO)C(=O)Cc2cc(NC(=O)C3CCCCC3)ccc2O[C@@H]1CN(C)S(C)(=O)=O	6	3
COc1ccc(S(=O)(=O)N(C)C[C@H]2Oc3c(NS(=O)(=O)c4ccc(Cl)cc4)cccc3C(=O)N([C@H](C)CO)C[C@@H]2C)cc1	-2	3
C[C@@H]1CN([C@H](C)CO)C(=O)c2cccc(NC(=O)C3CC3)c2O[C@@H]1CN(C)C(=O)Nc1ccc(F)cc1	-7	5
COc1ccc(NC(=O)N(C)C[C@H]2Oc3c(NS(=O)(=O)c4ccc(Cl)cc4)cccc3C(=O)N([C@H](C)CO)C[C@H]2C)cc1	1	6
C[C@@H]1CN([C@H](C)CO)C(=O)Cc2cc(NC(=O)Nc3ccc4c(c3)OCO4)ccc2O[C@@H]1CN(C)Cc1ccncc1	2	3
C[C@H](CO)N1C[C@H](C)[C@@H](CN(C)C(=O)Nc2cccc3ccccc23)Oc2ccc(NC(=O)Nc3cccc4ccccc34)cc2C1=O	1	-11
C[C@H]1CN([C@@H](C)CO)C(=O)Cc2cc(NC(=O)c3ccncc3)ccc2O[C@H]1CN(C)Cc1ccncc1	-21	4
COc1ccccc1CN(C)C[C@H]1OCc2cnnn2CCCC(=O)N([C@@H](C)CO)C[C@H]1C	-10	nt
CNC[C@H]1Oc2c(NC(=O)Nc3ccc(C(F)(F)F)cc3)cccc2C(=O)N([C@@H](C)CO)C[C@H]1C	-30	0
C[C@@H]1CN([C@@H](C)CO)C(=O)c2cc(NC(=O)c3ccncc3)ccc2O[C@@H]1CN(C)Cc1ccc(Oc2ccccc2)cc1	8	-12
CC(C)NC(=O)Nc1ccc2c(c1)C(=O)N([C@@H](C)CO)C[C@@H](C)[C@@H](CN(C)Cc1ccccc1)O2	3	3
C[C@H](CO)N1C[C@H](C)[C@@H](CN(C)C(=O)Nc2ccc(F)cc2)Oc2c(NS(C)(=O)=O)cccc2C1=O	8	13
Cc1noc(C)c1S(=O)(=O)Nc1ccc2c(c1)C(=O)N([C@@H](C)CO)C[C@@H](C)[C@@H](CN(C)Cc1ccc(C(=O)O)cc1)O2	1	5
Cc1noc(C)c1NC(=O)N(C)C[C@@H]1Oc2ccc(NC(=O)C3CCCCC3)cc2CC(=O)N([C@@H](C)CO)C[C@@H]1C	-21	5
COc1ccc(CN(C)C[C@H]2Oc3ccc(NC(=O)CCC(F)(F)F)cc3C(=O)N([C@@H](C)CO)C[C@H]2C)cc1	6	3
C[C@@H]1CN([C@@H](C)CO)C(=O)c2cccc(NC(=O)c3cnccn3)c2O[C@@H]1CN(C)CC1CC1	-3	-4
C[C@H](CO)N1C[C@H](C)[C@H](CN(C)C(=O)NC2CCCCC2)Oc2ccc(NC(=O)C3CCCCC3)cc2C1=O	0	-4
COc1ccc(NC(=O)Nc2ccc3c(c2)C(=O)N([C@H](C)CO)C[C@@H](C)[C@H](CN(C)C(=O)Nc2ccc(C(F)(F)F)cc2)O3)cc1	9	-8
C[C@@H]1CN([C@@H](C)CO)C(=O)c2cc(NS(=O)(=O)c3ccccc3)ccc2O[C@H]1CN(C)C(=O)Nc1ccc2c(c1)OCO2	12	1
CC(C)NC(=O)Nc1cccc2c1O[C@@H](CN(C)C(=O)Nc1ccc(F)cc1)[C@@H](C)CN([C@@H](C)CO)C2=O	-13	12
C[C@H](CO)N1C[C@H](C)[C@H](CN(C)S(C)(=O)=O)Oc2ccc(NC(=O)Nc3ccc(C(F)(F)F)cc3)cc2C1=O	-14	7
C[C@@H]1CN([C@H](C)CO)C(=O)c2cccc(NC(=O)Nc3ccc(F)cc3)c2O[C@H]1CN(C)S(=O)(=O)c1cn(C)cn1	-22	6
C[C@H]1CN([C@@H](C)CO)C(=O)c2cc(NC(=O)Cc3cn(C)c4ccccc34)ccc2O[C@@H]1CN(C)Cc1ccccc1	21	nt
C[C@@H]1CN([C@H](C)CO)C(=O)c2cc(NS(=O)(=O)c3cn(C)cn3)ccc2O[C@@H]1CN(C)S(=O)(=O)c1cccs1	-3	5
C[C@H](CO)N1C[C@H](C)[C@H](CN(C)CC2CC2)Oc2ccc(NC(=O)Cn3cnnn3)cc2C1=O	-30	2
C[C@@H]1CN([C@H](C)CO)C(=O)Cc2cc(NS(=O)(=O)c3cn(C)cn3)ccc2O[C@@H]1CN(C)S(=O)(=O)c1ccccc1	-12	-2
C[C@H](CO)N1C[C@H](C)[C@H](CN(C)S(=O)(=O)c2cccs2)Oc2ccc(NS(=O)(=O)c3ccc(Cl)cc3)cc2C1=O	28	-7
COc1ccc(S(=O)(=O)Nc2ccc3c(c2)CC(=O)N([C@H](C)CO)C[C@@H](C)[C@@H](CN(C)S(=O)(=O)c2c(C)noc2C)O3)cc1	-10	-1
C[C@H](CO)N1C[C@H](C)[C@H](CN(C)C(=O)Nc2cccc3ccccc23)Oc2ccc(NC(=O)Nc3cccc4ccccc34)cc2CC1=O	-6	-4
C[C@@H]1CN([C@@H](C)CO)C(=O)CCCn2cc(nn2)CO[C@H]1CN(C)S(=O)(=O)c1ccc(-c2ccccc2)cc1	-9	nt
C[C@@H]1CN([C@@H](C)CO)C(=O)c2cc(NC(=O)Cc3ccccc3)ccc2O[C@@H]1CN(C)S(=O)(=O)c1ccccc1	-3	-4
COc1ccc(NC(=O)N(C)C[C@@H]2Oc3ncc(C#Cc4ccccc4)cc3C(=O)N([C@H](C)CO)C[C@@H]2C)cc1	14	-11
C[C@@H]1CN([C@H](C)CO)C(=O)c2cc(NS(=O)(=O)c3ccc(F)cc3)ccc2O[C@H]1CN(C)S(=O)(=O)c1ccccc1	11	nt
CC(C)NC(=O)Nc1ccc2c(c1)C(=O)N([C@H](C)CO)C[C@H](C)[C@@H](CN(C)C(=O)c1ccncc1)OCCCC[C@@H](C)O2	-12	5

Single values from the results shown:
`C[C@H]1CN([C@@H](C)CO)C(=O)Cc2cc(NC(=O)c3ccncc3)ccc2O[C@H]1CN(C)Cc1ccncc1` @ T cruzi HTS = -21
`C[C@H](CO)N1C[C@H](C)[C@H](CN(C)C(=O)NC2CCCCC2)Oc2ccc(NC(=O)C3CCCCC3)cc2C1=O` @ INS-1E ATP HTS = -4

More entries.
SMILES	T cruzi HTS	INS-1E ATP HTS
C[C@@H]1CN([C@H](C)CO)C(=O)Cc2cc(NC(=O)C3CC3)ccc2O[C@@H]1CN(C)Cc1ccc(C(F)(F)F)cc1	-2	-17
O=C(CCCCCCC(=O)Nc1ccccc1O)N/N=C\c1ccc2ccccc2n1	12	4
C[C@@H]1CN([C@H](C)CO)C(=O)Cc2cc(NC(=O)CCCN(C)C)ccc2O[C@H]1CN(C)S(=O)(=O)c1ccc(F)cc1	-16	2
Cc1ccc(S(=O)(=O)N(C)C[C@@H]2Oc3ccc(NC(=O)Nc4ccc(C(F)(F)F)cc4)cc3C(=O)N([C@@H](C)CO)C[C@H]2C)cc1	5	-34
C[C@H](CO)N1C[C@H](C)[C@@H](CN(C)Cc2ccc(C(=O)O)cc2)Oc2ccc(NC(=O)c3ccncc3)cc2C1=O	-1	12
C[C@@H]1CCCCO[C@H](CN(C)C(=O)CCC(F)(F)F)[C@@H](C)CN([C@H](C)CO)C(=O)c2cc(NC(=O)C3CCCCC3)ccc2O1	32	-2
CC(C)NC(=O)N(C)C[C@@H]1Oc2ccc(NC(=O)NC3CCCCC3)cc2C(=O)N([C@@H](C)CO)C[C@H]1C	-6	2
C[C@H](CO)N1C[C@H](C)[C@H](CN(C)S(=O)(=O)c2ccc(Cl)cc2)Oc2ccc(NC(=O)CCC(F)(F)F)cc2C1=O	-5	1
C[C@@H]1CN([C@H](C)CO)C(=O)c2cc(NC(=O)NC3CCCCC3)ccc2O[C@H]1CN(C)CC1CCCCC1	-2	2
C[C@H]1CN([C@@H](C)CO)C(=O)Cc2cc(NS(=O)(=O)c3ccc(F)cc3)ccc2O[C@@H]1CN(C)C(=O)Nc1ccc2c(c1)OCO2	-2	1
CC(C)NC(=O)Nc1ccc2c(c1)C(=O)N([C@H](C)CO)C[C@H](C)[C@@H](CN(C)S(=O)(=O)c1ccccc1)O2	-11	-3
C[C@@H]1CN([C@@H](C)CO)C(=O)Cc2cc(NS(=O)(=O)c3ccc(Cl)cc3)ccc2O[C@@H]1CN(C)C(=O)Nc1cccc2ccccc12	3	0
C[C@@H]1CN([C@H](C)CO)C(=O)CCCn2nncc2CO[C@H]1CN(C)Cc1cccc2c1OCCCO2	-21	-2
Cc1noc(C)c1NC(=O)N(C)C[C@@H]1Oc2c(NS(=O)(=O)c3ccc(F)cc3)cccc2C(=O)N([C@@H](C)CO)C[C@@H]1C	-31	10
C[C@@H]1CN([C@H](C)CO)C(=O)c2cccc(NS(=O)(=O)c3ccccc3)c2O[C@@H]1CN(C)Cc1ccc(C(F)(F)F)cc1	5	-5
C[C@@H]1CN([C@H](C)CO)C(=O)c2cccc(NS(=O)(=O)c3ccccc3)c2O[C@H]1CN(C)C(=O)Nc1ccccc1	-5	9
C[C@H]1CN([C@@H](C)CO)C(=O)c2cc(NC(=O)CCN3CCOCC3)ccc2O[C@@H]1CN(C)S(=O)(=O)c1ccccc1	-16	7
CC(C)NC(=O)Nc1ccc2c(c1)C(=O)N([C@H](C)CO)C[C@@H](C)[C@H](CN(C)C)O2	-3	nt
C[C@H]1CN([C@@H](C)CO)C(=O)c2cccc(N(C)C)c2O[C@@H]1CN(C)S(=O)(=O)c1cn(C)cn1	-12	6
C[C@@H]1CN([C@H](C)CO)C(=O)c2cccc(NS(=O)(=O)c3cn(C)cn3)c2O[C@@H]1CN(C)C(=O)Nc1ccc(F)cc1	-25	9

Part of the list above, as labelled records.
C[C@@H]1CN([C@H](C)CO)C(=O)Cc2cc(NC(=O)CCCN(C)C)ccc2O[C@H]1CN(C)S(=O)(=O)c1ccc(F)cc1
  T cruzi HTS: -16; INS-1E ATP HTS: 2

Cc1ccc(S(=O)(=O)N(C)C[C@@H]2Oc3ccc(NC(=O)Nc4ccc(C(F)(F)F)cc4)cc3C(=O)N([C@@H](C)CO)C[C@H]2C)cc1
  T cruzi HTS: 5; INS-1E ATP HTS: -34

C[C@H](CO)N1C[C@H](C)[C@@H](CN(C)Cc2ccc(C(=O)O)cc2)Oc2ccc(NC(=O)c3ccncc3)cc2C1=O
  T cruzi HTS: -1; INS-1E ATP HTS: 12

C[C@@H]1CCCCO[C@H](CN(C)C(=O)CCC(F)(F)F)[C@@H](C)CN([C@H](C)CO)C(=O)c2cc(NC(=O)C3CCCCC3)ccc2O1
  T cruzi HTS: 32; INS-1E ATP HTS: -2

Next section:
SMILES	T cruzi HTS	INS-1E ATP HTS
O=C(CCCCCCC(=O)Nc1ccccc1O)N/N=C/c1ccc2c(c1)Cc1ccccc1-2	13	-7
C[C@H]1CN([C@@H](C)CO)C(=O)Cc2cc(NS(C)(=O)=O)ccc2O[C@@H]1CN(C)S(=O)(=O)c1ccc(F)cc1	-7	13
COc1ccc(S(=O)(=O)Nc2ccc3c(c2)C(=O)N([C@@H](C)CO)C[C@@H](C)[C@H](CN(C)C(=O)NC(C)C)O3)cc1	2	5
C[C@H](CO)N1C[C@H](C)[C@@H](CN(C)S(C)(=O)=O)Oc2c(NC(=O)Nc3ccc(F)cc3)cccc2C1=O	1	6
C[C@H](CO)N1C[C@H](C)[C@H](CN(C)S(=O)(=O)c2ccc(F)cc2)Oc2ncc(C#Cc3ccccc3)cc2C1=O	62*	nt
C[C@@H]1CN([C@H](C)CO)C(=O)c2cc(NC(=O)Nc3cccc4ccccc34)ccc2O[C@@H]1CN(C)Cc1ccc(-c2ccccc2)cc1	14	-10
COc1ccc(S(=O)(=O)N(C)C[C@@H]2OCCCC[C@@H](C)Oc3ccc(NC(=O)c4ccccc4)cc3C(=O)N([C@H](C)CO)C[C@@H]2C)cc1	-4	-6
C[C@@H]1CN([C@@H](C)CO)C(=O)c2cccc(NS(=O)(=O)c3ccc(F)cc3)c2O[C@@H]1CN(C)CC1CCCCC1	-2	-2
C[C@@H]1CN([C@@H](C)CO)C(=O)c2cc(NC(=O)Nc3ccccc3)ccc2O[C@H]1CN(C)Cc1ccc(-c2ccccc2)cc1	-9	-17
Cc1ccc(S(=O)(=O)Nc2ccc3c(c2)C(=O)N([C@H](C)CO)C[C@H](C)[C@@H](CN(C)C(=O)CCCN(C)C)OCCCC[C@@H](C)O3)cc1	-4	2

Shown bar-delimited: 2 of the compounds above.
compound | T cruzi HTS | INS-1E ATP HTS
C[C@H](CO)N1C[C@H](C)[C@@H](CN(C)S(C)(=O)=O)Oc2c(NC(=O)Nc3ccc(F)cc3)cccc2C1=O | 1 | 6
C[C@@H]1CN([C@@H](C)CO)C(=O)c2cc(NC(=O)Nc3ccccc3)ccc2O[C@H]1CN(C)Cc1ccc(-c2ccccc2)cc1 | -9 | -17
